# Screening data deposited in PubChem by Broad Institute.
# RAD52 anneal inh – inhibitors of human RAD52 DNA annealing; P43351; recombinant RAD52 DNA annealing, FRET fluorescence; inhibition, % at 18.7 µM; 360,000 compounds, 0.46% hits; AID 651710;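 active = every replicate showing at least 50% inhibition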
# XiGFP reactiv – X-chromosome reactivation activator; XiGFP mouse fibroblasts, % GFP-positive cells imaging, 3 d; cells co-treated with 5-aza-dC sensitizer; scaled so ellipticine positive control = 100%; activation, % at 7.58 µM; 360,000 compounds, 0.055% hits; AID 743238;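 active = mean normalized replicate activation at least 10% and every replicate at or above 10%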;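 note: 0% = median of on-plate neutral control wells and 100% = ellipticine 6 µM median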
#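 System: XiGFP fibroblasts, SV40-immortalized. Medium: DMEM plus 5-aza-dC sensitizer. Doses: single point. Timing: 3 d treatment, 15 min room-temperature fixation. Control set: ellipticine 6 µM.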
# ARNT TACC3 PPI – disrupts binding between human ARNT and TACC3 | 390,000 compounds, 0.66% hits | AID 623870 | Q9Y6A5 | AlphaScreen His-ARNT PAS-B/GST-TACC3 binding, luminescence; TACC3 fragment carries E629A point mutation | inhibition, % at 9.99 µM;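 active = mean inhibition of replicates at least 50% and at least half of replicates each reaching 50%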;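 note: 0% = complete ARNT plus TACC3 wells and 100% = ARNT alone without TACC3; many hits fall short of the cut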
# F508del corr – correctors of CFTR F508del function in bronchial epithelial cells. CFBE cells, YFP halide quenching; stimulated with forskolin plus potentiator P3; % fluorescence drop versus neutral controls. activity (quench increase), % at 7.58 µM. 350,000 compounds, 0.36% hits;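 active = mean added fluorescence quench of at least 8% versus neutral control, with both replicates also reaching 8%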;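 note: cells transiently co-express mutant CFTR-F508del with the halide-sensitive YFP; corrector assay measuring rescue of mutant channel to the surface after 24 h compound exposure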
# RAD54 inh – inhibitors of human RAD54 branch migration; 360,000 compounds, 0.14% hits; Q92698; AID 602329; RAD54 Holliday junction branch migration, FAM/BHQ fluorescence; inhibition, % at 10.4 µM;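 active = mean normalized replicate activity at least 40 and at least half of replicates scoring 40 or more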;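 note: 0% = median of neutral control wells and 100% = median of positive control wells; inhibitors cause a drop in the FAM fluorescence signal; in these data hits start at about 50%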
# esBAF inh – blocks esBAF chromatin remodeling in mouse ES cells; Bmi1-luciferase knock-in reporter, 24 h; 100% = twice the neutral-well signal; reporter increase, % at 12.5 µM; 350,000 compounds, 2% hits; in the data active = activation above about 40%;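 note: 0% = median of the plate's neutral control wells and 100% = double that signal; a rise in the Bmi1 reporter signal indicates esBAF inhibition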
# INS-1E GSIS act – GLuc luminescence reporter in INS-1E cells, primary screen for activators of glucose-dependent secretion of insulin; activation, % at 16.6 µM; INS-1E GLuc reporter insulin secretion, 2-3 h; 370,000 compounds, 0.61% hits;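 active = lowest replicate activation of at least 40%, so every replicate reaches that level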;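 note: 0% = median of neutral control wells and 100% = median of IBMX positive control wells; some compounds called inactive have numbers as strong as hits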
# ERAP1 HTS inh – ERAP1 (human) enzyme inhibition. 340,000 compounds, 0.15% hits. recombinant ERAP1, Leu-AMC fluorescence, 60 min. inhibition, % at 10.7 µM. Q9NZ08. AID 652197;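 active = mean replicate inhibition of at least 30%, or all replicates individually reaching that 30% level; inactive = mean below 30% and not every replicate reaching it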;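 note: 0% = neutral control wells and 100% = L-leucinethiol positive control wells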
# Target sequence (Q9NZ08 whole entry, looked up): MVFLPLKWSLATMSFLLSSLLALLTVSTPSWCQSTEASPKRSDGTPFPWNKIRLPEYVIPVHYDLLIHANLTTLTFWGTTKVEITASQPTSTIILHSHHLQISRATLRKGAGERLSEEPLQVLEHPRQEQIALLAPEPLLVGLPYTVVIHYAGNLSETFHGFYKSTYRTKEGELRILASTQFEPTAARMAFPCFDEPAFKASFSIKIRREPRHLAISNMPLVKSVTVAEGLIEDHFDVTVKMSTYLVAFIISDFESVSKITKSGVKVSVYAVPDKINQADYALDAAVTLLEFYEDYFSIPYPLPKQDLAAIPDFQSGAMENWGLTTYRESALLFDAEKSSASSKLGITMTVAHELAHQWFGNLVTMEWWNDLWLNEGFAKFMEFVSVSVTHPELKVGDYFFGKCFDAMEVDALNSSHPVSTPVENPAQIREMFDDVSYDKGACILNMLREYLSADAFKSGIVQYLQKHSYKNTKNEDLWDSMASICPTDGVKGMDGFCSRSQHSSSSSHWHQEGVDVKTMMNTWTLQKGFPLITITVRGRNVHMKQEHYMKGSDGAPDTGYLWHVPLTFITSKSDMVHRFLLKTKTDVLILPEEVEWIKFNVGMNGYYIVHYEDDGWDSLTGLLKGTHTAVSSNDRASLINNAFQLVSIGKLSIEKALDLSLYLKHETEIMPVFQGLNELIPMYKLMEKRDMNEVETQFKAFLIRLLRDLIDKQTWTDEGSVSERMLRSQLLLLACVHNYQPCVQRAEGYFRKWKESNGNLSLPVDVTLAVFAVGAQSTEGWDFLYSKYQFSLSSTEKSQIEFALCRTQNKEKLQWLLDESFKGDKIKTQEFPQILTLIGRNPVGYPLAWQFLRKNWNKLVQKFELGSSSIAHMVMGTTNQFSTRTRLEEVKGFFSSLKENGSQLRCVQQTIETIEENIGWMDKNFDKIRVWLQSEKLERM
# * marks the source's active call; other numbers are inactive results; x = not tested or not shown; & = joins results of further samples. This is a random part of the collection (roughly 3.3% active in at least one column).
structure	RAD52 anneal inh	XiGFP reactiv	ARNT TACC3 PPI	F508del corr	RAD54 inh	esBAF inh	INS-1E GSIS act	ERAP1 HTS inh
CN1C(=O)c2cc(NC(=O)C3CCCCC3)ccc2OC[C@@H]2O[C@@H](CC(=O)NCc3ccccc3F)CC[C@H]21	4	-0.1	-6	-1.4	-5	2	-8	-2
O=C(Nc1ncc2c(n1)CC(c1ccco1)CC2=O)c1ccco1 (centres undefined)	-3	0.0	7	2.1	-1	3	x	2
O=C(Cc1ccccc1)N[C@H]1CC[C@H](CC(=O)N2CCOCC2)O[C@H]1CO	29	-0.1	5	0.3	-1	-4	-11	5
O=C(O)c1ccccc1-c1ccccc1C(=O)Nc1ccccc1-c1ccccc1	1	0.0	0	0.9	4	-5	9	0
COc1cccc(CNC(=O)CN(C)S(=O)(=O)c2cnc[nH]2)c1	x	x	-4	x	-7	10	0	x
COc1ccc(CN(C)C[C@H]2Oc3ccc(NS(=O)(=O)c4ccc(OC)cc4)cc3C(=O)N([C@@H](C)CO)C[C@@H]2C)cc1	1	-0.1	4	4.6	0	5	3	0
CCc1ccnc(NS(=O)(=O)c2ccc3c(c2)CCO3)c1	-7	0.0	x	x	2	x	-7	-4
COc1ccc(CN(C)C[C@H]2Oc3ccc(NS(=O)(=O)c4ccc(C)cc4)cc3CC(=O)N([C@@H](C)CO)C[C@@H]2C)cc1	-2	0.1	x	2.5	0	-3	6	-3
CCn1ncc(Cl)c1C(=O)Nc1ccncc1	-19	x	-3	x	9	4	18	1
C/C=C/c1ccc2c(c1)O[C@@H](CN(C)C(=O)c1ccc3c(c1)OCO3)[C@H](C)CN([C@H](C)CO)S2(=O)=O	-2	-1.0	3	2.4	4	6	8	-1
Cc1nc2ccccc2c(=O)n1-c1ccc(NS(=O)(=O)c2ccc(F)cc2F)cc1	-5	-0.1	-2	-0.7	-9	-1	13	-3
CC(=O)N1CCCCN2[C@H](CO)[C@H](c3ccc(-c4ccncc4)cc3)[C@@H]2C1	9	0.1	-4	-0.2	-9	5	15	3
COCCNC(=O)C1(C)CCN(C(=O)c2ccc(F)c(C)c2)C1 (centres undefined)	-10	-0.1	x	-1.4	-3	1	-2	-1
CNC[C@H]1Oc2ccc(NS(=O)(=O)c3c(C)noc3C)cc2C(=O)N([C@H](C)CO)C[C@@H]1C	-2	-1.2	-2	-2.2	1	-2	5	1
c1ccc(-c2ccncc2)nc1	-3	-0.1	0	-0.7	0	11	8	-1
COc1ccc2c3c(n(C)c2c1)[C@H](CO)N(C(=O)C1CCCCC1)CC31CN(C(=O)Nc2cccc(F)c2)C1	9	0.3	x	2.4	x	x	-13	0
COc1ccc(Nc2cc(Nc3ccccc3)ncn2)cc1	-56	0.1	-5	0.1	-4	27	10	1
O=C(/C=C/c1ccccc1)NCCC1=CCCCC1	-6	0.1	-1	x	-2	71*	-65	0
COc1cc2c(cc1OC)-c1cc(NC3CCCCC3)nc(=O)n1CC2	x	x	46*	x	2	7	72*	x
Cc1cc(NC(=O)CSc2nc(Cc3ccc(O)cc3)c(C)[nH]2)no1	-8	0.2	6	1.1	1	1	11	0

# Continuation:
structure	RAD52 anneal inh	XiGFP reactiv	ARNT TACC3 PPI	F508del corr	RAD54 inh	esBAF inh	INS-1E GSIS act	ERAP1 HTS inh
Cc1cn([C@H]2C[C@H](O)[C@@H](CNCc3cnc(N4CCOCC4)s3)O2)c(=O)[nH]c1=O	-12	-0.1	x	1.6	4	-3	x	-3
CC(=O)Nc1ccc(S(=O)(=O)NCCCc2ccccc2)cc1	-4	0.0	-3	-3.6	6	1	3	0
CCOc1ccnc2c1c(=O)n(Cc1cc(OC)cc(OC)c1)c(=O)n2C	-12	0.0	-2	-1.6	-6	-6	-3	1
Cc1ccc(F)c(CNC(=O)C2CCC(=O)N(CCCN3CCCC3=O)C2)c1F (centres undefined)	-9	0.0	-7	-0.5	5	5	2	-2
COCC(=O)Nc1ccc2c(c1)C(=O)N(C)C[C@@H](OC)[C@H](C)CN(Cc1ccccn1)[C@@H](C)CO2	-2	-0.2	5	2.5	6	-4	-4	1
CC(C)c1ccc(O)c(C(=O)c2cnn(-c3ccccc3)c2)c1	-8	0.0	2	-0.9	-10	2	-15	x
C[C@H](CO)N1C[C@H](C)[C@H](CN(C)C(=O)Nc2ccc(C(F)(F)F)cc2)Oc2c(NC(=O)C3CCOCC3)cccc2C1=O	7	-0.9	0	0.4	7	13	-16	-2
CCN(CC)C(=O)c1[nH]cnc1C(=O)NCc1ccccc1	x	0.4	2	2.1	1	-3	4	x
CN1CCN(c2nc(NCc3ccco3)nc(N)c2[N+](=O)[O-])CC1	1	0.0	0	1.6	x	-8	4	2
[N-]=[N+]=Nc1ccccc1C[C@]1(C(=O)NCc2ccccc2)COC(c2ccc(OCCCO)cc2)=N1	-29	x	-10	-0.1	-9	x	x	0
CC(C)NC(=O)Nc1cccc2c1O[C@H](CN(C)C(=O)NC(C)C)[C@@H](C)CN([C@H](C)CO)C2=O	-13&-3	0.3&0.0	-8&-4	2.0&2.1	14&0	5&-7	16&-4	-4
Cc1ccccc1N1CCN(C(=O)CN2C(=O)c3ccccc3C2=O)CC1	-8	x	-4	x	-10	27	0	-1
O=C(NCc1ccco1)c1ccc(CNc2c(N3CCCCC3)c(=O)c2=O)cc1	-1	-0.1	2	1.7	-7	-10	-14	1
C/C=C/c1cccc(-c2nc(C(=O)N3CCN(C)CC3)cc3c2[C@@H](CCO)N(C(=O)NC(C)C)C3)c1	-12	-0.1&0.1	x	1.9	x	x	14&12	x
COc1ccc(CNC(=O)CN2C(=O)CC(c3ccccc3)=Nc3ccccc32)cc1	-17	0.2	2	0.3	x	x	1	-6
CC(C)(C)c1nnc(NC(=S)Nc2ccccc2)s1	-17	0.0	0	-0.4	x	75*	-19	-1
C[C@@H]1CN([C@H](C)CO)C(=O)c2cc(NC(=O)Nc3ccc(C(F)(F)F)cc3)ccc2O[C@@H](C)CCCCO[C@H]1CN(C)S(=O)(=O)c1cccs1	-6	0.0	-9	4.1	6	-1	5	-2
C[C@@H]1CN([C@H](C)CO)C(=O)c2cc(NS(=O)(=O)c3cn(C)cn3)ccc2O[C@H]1CN(C)S(=O)(=O)c1ccc(Cl)cc1	-8	-1.0	x	-1.9	-2	-1	3	-2
Cc1cc(C)cc(-n2c(SCC(=O)NCc3ccc4c(c3)OCO4)nc3ccccc3c2=O)c1	-18	-0.1	-8	x	x	x	-3	-3
CCCCn1nnnc1C1(C)CCC(=O)N1CCc1ccc(O)cc1 (centres undefined)	-7	0.0	x	2.2	x	x	10	1

# 12 neighbouring entries from above, for reference:
structure	RAD52 anneal inh	XiGFP reactiv	ARNT TACC3 PPI	F508del corr	RAD54 inh	esBAF inh	INS-1E GSIS act	ERAP1 HTS inh
Cc1cn([C@H]2C[C@H](O)[C@@H](CNCc3cnc(N4CCOCC4)s3)O2)c(=O)[nH]c1=O	-12	-0.1	x	1.6	4	-3	x	-3
CC(=O)Nc1ccc(S(=O)(=O)NCCCc2ccccc2)cc1	-4	0.0	-3	-3.6	6	1	3	0
CCOc1ccnc2c1c(=O)n(Cc1cc(OC)cc(OC)c1)c(=O)n2C	-12	0.0	-2	-1.6	-6	-6	-3	1
Cc1ccc(F)c(CNC(=O)C2CCC(=O)N(CCCN3CCCC3=O)C2)c1F (centres undefined)	-9	0.0	-7	-0.5	5	5	2	-2
COCC(=O)Nc1ccc2c(c1)C(=O)N(C)C[C@@H](OC)[C@H](C)CN(Cc1ccccn1)[C@@H](C)CO2	-2	-0.2	5	2.5	6	-4	-4	1
CC(C)c1ccc(O)c(C(=O)c2cnn(-c3ccccc3)c2)c1	-8	0.0	2	-0.9	-10	2	-15	x
C[C@H](CO)N1C[C@H](C)[C@H](CN(C)C(=O)Nc2ccc(C(F)(F)F)cc2)Oc2c(NC(=O)C3CCOCC3)cccc2C1=O	7	-0.9	0	0.4	7	13	-16	-2
CCN(CC)C(=O)c1[nH]cnc1C(=O)NCc1ccccc1	x	0.4	2	2.1	1	-3	4	x
CN1CCN(c2nc(NCc3ccco3)nc(N)c2[N+](=O)[O-])CC1	1	0.0	0	1.6	x	-8	4	2
[N-]=[N+]=Nc1ccccc1C[C@]1(C(=O)NCc2ccccc2)COC(c2ccc(OCCCO)cc2)=N1	-29	x	-10	-0.1	-9	x	x	0
CC(C)NC(=O)Nc1cccc2c1O[C@H](CN(C)C(=O)NC(C)C)[C@@H](C)CN([C@H](C)CO)C2=O	-13&-3	0.3&0.0	-8&-4	2.0&2.1	14&0	5&-7	16&-4	-4
Cc1ccccc1N1CCN(C(=O)CN2C(=O)c3ccccc3C2=O)CC1	-8	x	-4	x	-10	27	0	-1

# (cont.)
structure	RAD52 anneal inh	XiGFP reactiv	ARNT TACC3 PPI	F508del corr	RAD54 inh	esBAF inh	INS-1E GSIS act	ERAP1 HTS inh
Cc1cc(C)nc(SCc2nnc(SCc3ccc([N+](=O)[O-])cc3)n2Cc2ccco2)n1	-7	0.5	1	x	x	x	x	2
CN(C)C(=O)c1ccc(-c2ccc3c(c2)[C@H]2[C@H](CCN2C(=O)c2ccc4c(c2)OCO4)[C@H](CO)N3)cc1	-2	-0.1	7	0.5	5	4	-25	x
COc1cc(/C=N/NC(=O)c2cc3ccccc3[nH]2)ccc1O	-13	0.3	13	3.6	-1	23	-3	-26
COC(=O)N=Nc1c(O)n(Cc2ccccc2)c2ccccc12	-7	-0.3	-3	-0.2	-1	3	26	x
COc1ccc(S(=O)(=O)Nc2ccc3c(c2)C(=O)N([C@@H](C)CO)C[C@@H](C)[C@H](CN(C)S(=O)(=O)c2ccc(OC)cc2)OCCCC[C@@H](C)O3)cc1	x	0.4	-5	-4.0	1	9	-47	x
C[C@H]1CN([C@@H](C)CO)C(=O)Cc2cc(NC(=O)Nc3ccc4c(c3)OCO4)ccc2O[C@H]1CN(C)S(=O)(=O)c1cn(C)cn1	x	0.0	-2	-1.9	5	1	8	x
COc1ccccc1-c1cc2nc(C)cc(C)n2n1	-20	0.2	-3	-3.8	-2	x	13	x
C[C@@H]1COc2cccc(N(C)CCO)c2S(=O)(=O)N1	-23	0.0	x	-2.2	x	x	1	x
C[C@H](CO)N1C[C@H](C)[C@H](CN(C)CC2CCCCC2)Oc2c(NC(=O)c3cnccn3)cccc2C1=O	-15	0.3	x	-1.4	9	-3	7	1
CC=Cc1ccc2n(c1=O)C[C@H]1[C@H](CO)[C@@H](C(=O)NCc3ccccn3)N(CC3CC3)[C@@H]21 (mixture of isomers)	-20	-0.1	14	x	-3	2	11	-1
O=C(Cc1csc(Nc2nc(=S)[nH]c3ccccc23)n1)N1CCN(c2cccc(Cl)c2)CC1	-38	0.0	4	1.1	-4	-4	11	-1
CCN(CC)C(=O)C1=C(C)N(Cc2ccc(F)cc2)C(=O)C(CC(=O)NCCN2CCOCC2)C1 (centres undefined)	0	-0.1	x	0.7	-11	-3	28	-2
O=C(NC(=S)Nc1nc(-c2ccc(Br)cc2)cs1)c1ccco1	-11	0.0	-6	-4.1	x	x	5	0
COc1ccc([C@H]2CC(=O)C[C@@H](CCn3cc(Cc4ccccc4)nn3)O2)cc1	-3	0.0	x	4.2	x	x	-17	x
COc1ccccc1N1C(=O)C=C(Sc2nc(C)cc(C)n2)C1=O	-20	0.0	x	-14	2	x	-4	x
